Assay outcomes deposited in PubChem BioAssay by Sanford-Burnham Center for Chemical Genomics.
Mdm2 MdmX PPI: human Mdm2/MdmX binding inhibition. O15151+Q00987. inhibition, % at 8 µM. SaOS-2 split-luciferase Mdm2/MdmX complementation, luminescence. AID 485346. actives 3% (n = 330,000);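 active = inhibition of at least 50% at 8 µM in the primary screen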
Target sequence (O15151 whole entry, looked up): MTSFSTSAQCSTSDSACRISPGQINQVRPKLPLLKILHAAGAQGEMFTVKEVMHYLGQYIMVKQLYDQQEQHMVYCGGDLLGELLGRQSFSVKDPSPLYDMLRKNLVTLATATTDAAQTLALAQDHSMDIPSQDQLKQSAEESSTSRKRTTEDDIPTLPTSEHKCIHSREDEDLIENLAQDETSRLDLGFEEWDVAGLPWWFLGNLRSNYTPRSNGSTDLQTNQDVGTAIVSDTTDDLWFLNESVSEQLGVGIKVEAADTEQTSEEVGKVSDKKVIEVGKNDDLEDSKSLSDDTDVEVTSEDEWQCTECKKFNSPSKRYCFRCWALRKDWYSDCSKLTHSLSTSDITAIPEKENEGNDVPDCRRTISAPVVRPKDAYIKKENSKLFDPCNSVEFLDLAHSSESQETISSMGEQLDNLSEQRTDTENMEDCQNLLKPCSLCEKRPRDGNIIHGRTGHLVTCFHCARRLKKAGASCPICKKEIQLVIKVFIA
Target sequence (Q00987 whole entry, looked up): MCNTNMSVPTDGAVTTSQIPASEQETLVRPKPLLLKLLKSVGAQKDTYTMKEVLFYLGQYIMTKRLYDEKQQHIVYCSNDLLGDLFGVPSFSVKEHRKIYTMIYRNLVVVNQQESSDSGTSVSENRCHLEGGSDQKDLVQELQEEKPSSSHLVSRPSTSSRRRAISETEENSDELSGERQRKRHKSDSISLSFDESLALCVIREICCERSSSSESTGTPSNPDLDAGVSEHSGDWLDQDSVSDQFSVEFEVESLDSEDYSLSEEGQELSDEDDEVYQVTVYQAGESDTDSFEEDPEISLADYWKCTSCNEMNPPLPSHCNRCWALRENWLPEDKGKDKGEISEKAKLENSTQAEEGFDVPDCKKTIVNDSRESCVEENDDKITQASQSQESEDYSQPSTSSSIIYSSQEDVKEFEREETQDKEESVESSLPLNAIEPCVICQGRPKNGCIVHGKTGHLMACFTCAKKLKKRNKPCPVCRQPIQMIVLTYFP
UPR XBP1 act: adaptive UPR (XBP1) activation; CHO-XBP1 luciferase reporter, IRE1-XBP1 UPR activation, luminescence; percent of tunicamycin response, DMSO as zero; activation, % at 20 µM; actives 0.33% (n = 330,000); AID 463104;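 active = versus positive control, 20 µM dose yields 30% or more activation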;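 also: 100% = tunicamycin at 10 µg/mL and 0% = DMSO only wells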
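Material – CHO cell line with stable XBP1 luciferase reporter · Buffer or medium – F12 plus 10% FBS · Compound – single point, 20 µM final compound, 1% DMSO · Schedule – 16-18 h cell attachment at 37 °C, then 6 h compound exposure · Signal – Steady-Glo luminescence read · Benchmarks – high control tunicamycin 10 µg/mL final, low control DMSO vehicle only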
TIM10 inh: growth inhibitors of TIM10 yeast strain. AID 463195. actives 1.4% (n = 330,000). inhibition, % at 10 µM. S. cerevisiae TIM10 strain growth, BacTiter-Glo luminescence, 24 h;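 active = inhibition of 40% or more at the single tested concentration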;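 also: wild-type TIM10 isogenic control strain grown at permissive 25 °C; 0% = DMSO yeast wells and 100% = minimal medium wells without yeast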
Jurkat NFkB inh: lowers PMA/ionomycin-induced NF-kB signal in Jurkat cells; AID 435003; actives 0.53% (n = 330,000); inhibition, % at 4 µM; PMA/ionomycin-induced NF-kB luciferase reporter, luminescence; in the data active = inhibition above about 50%
697 NFkB inh: inhibitors of the PMA/ionomycin-induced NF-kB reporter in 697 B cells. actives 0.33% (n = 330,000). AID 435022. inhibition, % at 4 µM. 697 B-cell NF-kB luciferase reporter, 16 h; in the data active = inhibition above about 35%
UPR CHOP act: activators of apoptotic arm of unfolded protein response (CHOP); CHO-CHOP luciferase reporter, UPR activation, luminescence; percent of tunicamycin response over DMSO baseline; activation, % at 10 µM; actives 0.34% (n = 330,000); AID 449763;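 active = at 10 µM dose, activation of 40% or more, normalized to positive control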;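 also: 100% = tunicamycin at 10 µg/mL and 0% = DMSO alone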
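System: CHO-CHOP luciferase reporter cell line | Buffer or medium: F12 medium containing 10% fetal bovine serum | Doses: One dose, 10 µM in 0.5% DMSO | Times: 6 h compound exposure at 37 °C after overnight seeding | Signal: Luciferase luminescence | Read-out: % activation vs tunicamycin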
tim23-1 inh: tim23-1 yeast growth inhibition. AID 463212. inhibition, % at 20 µM. S. cerevisiae tim23-1 growth, BacTiter-Glo luminescence, 24 h. actives 1.3% (n = 330,000);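 active = growth inhibition of the mutant yeast at or above 50%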;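 also: temperature-sensitive mutant grown at 25 °C; plate controls were DMSO-treated mutant yeast for no effect and medium wells lacking yeast for full effect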
tim10-1 inh: tim10-1 yeast growth inhibition. inhibition, % at 20 µM. actives 2.2% (n = 330,000). S. cerevisiae tim10-1 ts strain growth, BacTiter-Glo, 24 h;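 active = inhibition of at least 40%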;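 also: mutant grown at 25 °C; 0% = DMSO wells with yeast and 100% = wells holding no yeast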
* marks the source's active call; other numbers are inactive results. Rows are unselected. Share with any hit: about 6.6%.

Each structure is followed by: Jurkat NFkB inh	697 NFkB inh	tim10-1 inh	tim23-1 inh	UPR XBP1 act	Mdm2 MdmX PPI	UPR CHOP act	TIM10 inh
> COc1ccc(/C=C2\CC/C(=C\c3ccc(OC)cc3OC)C2=O)c(OC)c1
→ -4.2	10.5	14.6	15.6	0.7	12.9	-0.1	19.0
> Cc1ccc(C)c(C(C)NC(=O)c2ccccc2Br)c1 (centres undefined)
→ -7.7	-12.8	1.0	11.6	0.0	-22.7	2.4	0.4
> CCOc1ccc(CNC(=O)CCn2c(=O)oc3ccccc32)cc1OC
→ -5.9	-7.0	5.2	12.5	2.8	-7.8	0.1	-7.2
> COC(=O)c1cc2c(ccc3ccccc32)oc1=O
→ 8.9	1.2	28.2	3.0	-0.1	4.2	0.8	28.4
> Cc1cccc2cc(CN(Cc3ccco3)C(c3nnnn3CCc3ccccc3)C(C)C)c(=O)[nH]c12 (centres undefined)
→ -12.3	-7.0	23.8	24.0	-2.7	25.3	0.4	14.0
> CC(C)Oc1cccc(C(=O)Nc2ncn[nH]2)c1
→ -19.7	-23.5	-20.8	-4.9	-1.6	-19.6	3.0	-5.8
> Cc1ccc(C(=O)OC(C)C(=O)NC(C)CCc2ccccc2)o1 (centres undefined)
→ 7.5	9.2	16.3	18.0	0.6	-26.9	0.0	5.4
> Cc1ccc(NC(=O)CSc2nc(C)c(Cc3ccccc3)c(=O)[nH]2)cc1C
→ 11.9	-1.8	-5.5	-4.4	-5.7	8.4	0.5	-6.2
> O=C(c1ccccc1)c1cccn1CC(=O)N1CCN(c2ccc(F)cc2)CC1
→ 8.3	-4.7	19.7	17.4	-4.2	4.4	-1.9	15.7
> COc1cc2nc(/C=C/c3cc(OC)c(OC)c(OC)c3)sc2cc1SC
→ 39.5	-0.8	30.5	28.5	-1.5	44.8	-0.5	23.2
> CCCOc1ccccc1/C=C1/C(=O)ON=C1C
→ -2.9	3.0	25.9	14.8	-3.4	8.0	4.7	24.2
> CN(C)C1=NCCN1CCCCc1ccccc1
→ 2.8	11.7	-12.7	-7.9	0.1	25.2	0.2	-10.5
> N#CC1=C(N)OC(c2ccccc2)=C(C#N)C1c1ccc2c(c1)OCO2 (centres undefined)
→ -1.9	7.1	62.4*	71.9*	-0.6	-18.2	2.4	82.2*
> COc1ccccc1/C=C/C=N/n1c(-c2ccncc2)n[nH]c1=S
→ 15.6	-10.1	6.7	-0.6	1.1	15.4	0.5	6.0
> Oc1ccccc1N=Nc1nc(-c2ccccc2)c(-c2ccccc2)[nH]1
→ 58.5*	-17.4	25.7	52.8*	0.0	86.5*	6.5	56.0*

Each structure is followed by: Jurkat NFkB inh	697 NFkB inh	tim10-1 inh	tim23-1 inh	UPR XBP1 act	Mdm2 MdmX PPI	UPR CHOP act	TIM10 inh
> O=C(CCN1C(=O)/C(=C/c2cccs2)SC1=S)Nc1ccc(C(=O)O)c(O)c1
→ 4.2	-14.8	22.1	14.9	-1.0	13.2	-2.9	25.5
> O=c1cnnc(Nc2ccc(Cl)c(C(F)(F)F)c2)[nH]1
→ -18.0	-5.6	-2.7	11.8	-3.1	9.7	0.2	4.2
> CN(c1ccccc1)c1ccc(/C=N/NC(=O)CC#N)cc1
→ 9.9	7.4	32.3	39.0	0.4	-5.2	0.8	33.6
> Cc1ccc2nc(-c3ccc(NC(=O)CSc4nc(N)cc(=O)[nH]4)cc3)sc2c1
→ -121.2	-177.1	9.8	-2.5	3.6	-62.4	7.7	-22.0
> O=C(NCCCN1CCCCC1)c1ccc2c(c1)NC(=O)C(N1CCOCC1)S2 (centres undefined)
→ -6.4	9.6	3.6	10.9	-1.7	22.1	0.7	-9.3
> O=c1c(-c2ccc3c(c2)OCCO3)coc2cc(OC3OC(CO)C(O)C(O)C3O)ccc12 (centres undefined)
→ -90.9	-199.6	-2.0	8.3	3.1	-80.0	1.4	13.7
> COc1ccc(-c2csc3ncnc(N4CCN(S(=O)(=O)c5cccc(F)c5)CC4)c23)cc1
→ 1.9	9.8	13.7	32.0	-0.7	12.5	1.8	3.6
> CC(C)(C)c1nc2ccccc2c(=O)n1N1C(=O)c2ccccc2C1=O
→ -0.1	-9.8	38.5	41.6	-0.8	8.9	2.0	28.9
> COC(=O)c1c(NC(=O)CSc2nc3nc(C)cc(C)n3n2)sc(C)c1C
→ -15.9	-24.2	38.4	2.4	3.9	13.0	-1.1	21.6
> Cn1c(CC(=O)Nc2ccccc2F)nnc1SCC(=O)NC1CCCCC1
→ -5.6	-9.4	-15.6	13.4	-0.2	9.5	-0.9	-17.4
> CCCn1c(N)c(C(=O)CSc2nnc(-c3cccs3)n2C2CC2)c(=O)[nH]c1=O
→ 0.3	4.6	-9.9	4.7	-0.8	12.9	0.3	3.0
> Cc1c(Cl)cccc1NC(=O)COC(=O)CN1C(=O)NC(C)(C)C1=O
→ 1.5	14.8	-6.8	-2.8	-1.2	-6.3	1.6	-2.4
> CCn1c(NN)nc2sc3c(c2c1=O)CCC3
→ 0.0	-0.9	-17.8	-15.8	-5.1	-6.1	2.2	-5.6
> NS(=O)(=O)c1ccc(NC(=O)CSc2nnc3n2CCCCC3)cc1
→ 0.5	-21.5	10.2	17.9	-1.0	-21.2	1.1	0.8
> COc1cccc(-c2noc(CCCC(=O)NC3CCCC3)n2)c1
→ -1.8	11.5	18.1	7.9	-6.2	11.8	1.9	0.4

Each structure is followed by: Jurkat NFkB inh	697 NFkB inh	tim10-1 inh	tim23-1 inh	UPR XBP1 act	Mdm2 MdmX PPI	UPR CHOP act	TIM10 inh
> COC(=O)c1[nH]c2ccccc2c1NC(=O)CN1CCN(Cc2ccc3c(c2)OCO3)CC1
→ 7.9	4.0	-7.0	-2.4	-0.7	32.8	-1.7	-6.5
> COc1ccc(OC)c(N(CC(=O)NCc2ccccc2)S(=O)(=O)c2ccc(OC)c(OC)c2)c1
→ 2.1	14.4	20.2	10.3	-4.4	16.0	-0.8	7.6
> CCC(C)(C)NC(=O)CN(C(=O)c1snc(C(N)=O)c1N)c1ccc2c(c1)OCCO2
→ 9.2	11.6	16.1	14.3	-2.0	-15.3	0.4	24.8
> COC(=O)c1ccc(CSc2nnc3c(n2)[nH]c2ccccc23)cc1
→ 9.9	22.6	-5.1	-31.8	2.3	19.4	-1.0	-27.4
> Cc1ccc2oc(=O)c3cc(C(=O)NCCCN4CC(C)CC(C)C4)sc3c2c1 (centres undefined)
→ 18.5	-2.6	21.7	16.2	-2.3	50.4*	7.2	18.2
> COc1cc(OC)c2c(OC)cccc2n1
→ 1.9	11.1	3.6	2.4	2.0	-23.2	0.6	12.9
> Cc1ccc(C(O)P(=O)(OC(C)C)c2ccc(N(C)C)cc2)cc1 (centres undefined)
→ -11.0	0.1	13.6	-0.4	-1.1	18.6	-0.7	-7.7
> CCC(C)NC(=O)Nc1ccccc1C (centres undefined)
→ -11.2	12.4	4.5	6.0	0.7	20.7	-0.2	10.1
> COc1cc(OC)cc(C(=O)Nc2ccc(S(=O)(=O)Nc3cnc4ccccc4n3)cc2)c1
→ -18.4	-11.5	-3.2	-16.4	-0.4	-7.4	0.2	4.2
> Nc1ccccc1SC1CC(=O)N(Cc2ccccc2)C1=O (centres undefined)
→ 3.5	24.7	5.7	15.8	-1.6	1.4	0.5	-1.3
> O=c1ccc2cc(S(=O)(=O)Nc3ccccc3F)ccc2o1
→ 1.8	7.7	8.3	17.6	-4.4	7.8	-1.4	4.9
> CCOc1cc(C2C(C(=O)c3ccc(C)cc3)=C(C(=O)OC)Nc3nnnn32)ccc1O (centres undefined)
→ -12.4	-3.8	14.7	-4.6	-3.4	-25.5	1.9	1.3
> CCCN(C(=O)CSc1nc2cc(S(=O)(=O)N(CC)CC)ccc2o1)C1CCS(=O)(=O)C1 (centres undefined)
→ -9.0	-7.1	-0.1	4.8	-0.5	-12.1	-0.5	4.1
> CC1(C)Cc2c(sc(NC(=O)c3ccc4ncsc4c3)c2C(N)=O)C(C)(C)N1
→ -15.9	-104.3	25.7	10.7	10.5	74.8*	3.7	-3.8
> Cc1nc(NCCc2ccccc2F)c(C#N)c(C)c1[N+](=O)[O-]
→ 1.2	-9.2	-5.4	-22.6	7.5	17.6	0.1	-48.8

Each structure is followed by: Jurkat NFkB inh	697 NFkB inh	tim10-1 inh	tim23-1 inh	UPR XBP1 act	Mdm2 MdmX PPI	UPR CHOP act	TIM10 inh
> COc1ccccc1C(=O)NC(CCSC)C(=O)NCc1ccncc1 (centres undefined)
→ 0.9	0.8	-22.4	5.8	0.2	-19.0	-0.8	3.2
> Cc1cc(C)n2nc(SC3CCCCN(C(=O)c4ccc(F)cc4)C3=O)nc2n1 (centres undefined)
→ 0.6	-11.9	5.9	0.3	-0.2	-43.6	2.1	15.7
> COc1ccc(CC(=O)c2ccc(O)cc2O)cc1
→ -24.0	-23.4	39.5	49.9	5.4	-1.8	3.9	10.2
> CCCCCNCc1cccn1C
→ -9.3	8.2	-2.6	-0.8	0.2	4.0	0.9	-14.0
> Cc1ccccc1Cn1c(=O)[nH]c2ccccc21
→ 1.7	-6.3	16.9	6.5	-0.8	-5.4	0.6	4.5
> Cc1cc(S(=O)(=O)N2CCCOC2CNC(=O)C(=O)NCCCN2CCOCC2)ccc1F (centres undefined)
→ 0.4	-5.1	-6.5	-6.8	-4.5	18.5	1.2	-1.5
> COc1ccc(/C=C\C(=O)NCC(=O)N/N=C/c2ccc(O)cc2O)cc1
→ -3.8	5.2	-2.3	-6.3	-0.3	13.0	0.1	-7.0
> Cc1cccn2c(=O)c(/C=C3\SC(=S)NC3=O)c(NCCCN3CCOCC3)nc12
→ -7.1	-9.9	21.4	13.5	0.9	17.7	0.7	3.9
> COc1ccc(S(=O)(=O)N(C)C[C@@H]2Oc3c(NS(C)(=O)=O)cccc3C(=O)N([C@@H](C)CO)C[C@H]2C)cc1
→ 4.0	10.7	-9.5	-2.1	0.5	9.6	1.5	3.7
> CCOC(=O)c1cc(C)sc1NC(=O)CN1CCN(C(=O)C2CCCO2)CC1 (centres undefined)
→ 13.2	11.1	-3.2	7.0	-4.2	12.1	0.9	-5.0

Structures above that contain a Cl atom:
Each structure is followed by: Jurkat NFkB inh	697 NFkB inh	tim10-1 inh	tim23-1 inh	UPR XBP1 act	Mdm2 MdmX PPI	UPR CHOP act	TIM10 inh
> O=c1cnnc(Nc2ccc(Cl)c(C(F)(F)F)c2)[nH]1
→ -18.0	-5.6	-2.7	11.8	-3.1	9.7	0.2	4.2
> Cc1c(Cl)cccc1NC(=O)COC(=O)CN1C(=O)NC(C)(C)C1=O
→ 1.5	14.8	-6.8	-2.8	-1.2	-6.3	1.6	-2.4

Entries of single compounds, quoted from the list. Order of values: Jurkat NFkB inh	697 NFkB inh	tim10-1 inh	tim23-1 inh	UPR XBP1 act	Mdm2 MdmX PPI	UPR CHOP act	TIM10 inh
Listed for COc1ccccc1C(=O)NC(CCSC)C(=O)NCc1ccncc1 (centres undefined) : 0.9	0.8	-22.4	5.8	0.2	-19.0	-0.8	3.2
Listed for COc1ccc(S(=O)(=O)N(C)C[C@@H]2Oc3c(NS(C)(=O)=O)cccc3C(=O)N([C@@H](C)CO)C[C@H]2C)cc1 : 4.0	10.7	-9.5	-2.1	0.5	9.6	1.5	3.7
